# AmpC detergent: qHTS Inhibitors of AmpC Beta-Lactamase (assay with detergent); P00811; AmpC hydrolysis of nitrocefin, absorbance 480 nm, 0.01% Triton; Potency, µM (top dose mostly 114 µM), inactives show at the top dose activity change, negative = inhibition, most hits filed as inhibitors; hit rate 0.041% among 370,000;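 also: potency is read from the fitted curve at half-maximal effect; 0% = no-compound wells and -100% = no-enzyme wells; nearly all actives have a fitted effect of over 25% in size; some results filed as inactive show a strong effect at the top dose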
# Target sequence (P00811 whole entry, looked up): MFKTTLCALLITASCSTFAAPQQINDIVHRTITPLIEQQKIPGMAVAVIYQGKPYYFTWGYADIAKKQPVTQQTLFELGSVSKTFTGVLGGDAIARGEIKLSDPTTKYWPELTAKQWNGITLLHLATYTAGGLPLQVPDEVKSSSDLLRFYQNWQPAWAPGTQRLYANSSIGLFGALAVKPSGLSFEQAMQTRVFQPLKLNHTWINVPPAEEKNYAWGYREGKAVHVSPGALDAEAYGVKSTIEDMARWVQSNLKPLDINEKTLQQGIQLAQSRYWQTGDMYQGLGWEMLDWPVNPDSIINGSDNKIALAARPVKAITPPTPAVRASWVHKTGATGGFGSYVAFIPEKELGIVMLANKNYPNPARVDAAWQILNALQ
#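 20 mM phosphate pH 7.0 + 0.01% (detergent screen) or 0.0001% Triton X-100; 5.3 nM AmpC reagent; cpd preinc 15 min RT; nitrocefin (800 uM stock) to start; A480 q20 s × 4 min; Activity was normalised to no-enzyme and no-compound control wells.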
# HCV inh: qHTS Assay for Inhibitors of Hepatitis C Virus (HCV); Huh7.5.1 HCVcc-Cre infection, luciferase reporter, 44 h; hit rate 3.4% among 340,000; AID 651820, 2012; Potency, µM (series often up to 41.8 µM), inactives show at the highest dose activity change, negative = inhibition, usual class: inhibitors; also: potency is read from the fitted curve at half-maximal effect
#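 Luciferase read-out (15 sec integration) after a 15 min room-temperature substrate step quantifies HCVcc-Cre infection. Cells, 1,000 per well, had compound added 4 h post-plating, then virus at ~0.5 moi, and were cultured 44 h.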
# FBPA Giardia inh: qHTS Assay for Inhibitors of Fructose-1,6-bisphosphate Aldolase from Giardia Lamblia; purified Giardia FBPA; A8B2U2; Potency, µM (series often up to 59.6 µM), for inactives: at the highest dose activity, negative = inhibition, hits mostly inhibitors; hit rate 0.71% among 290,000; also: potency is read from the fitted curve at half-maximal effect; nearly all actives have a fitted effect of over 55% in size
# Target sequence (A8B2U2 whole entry, looked up): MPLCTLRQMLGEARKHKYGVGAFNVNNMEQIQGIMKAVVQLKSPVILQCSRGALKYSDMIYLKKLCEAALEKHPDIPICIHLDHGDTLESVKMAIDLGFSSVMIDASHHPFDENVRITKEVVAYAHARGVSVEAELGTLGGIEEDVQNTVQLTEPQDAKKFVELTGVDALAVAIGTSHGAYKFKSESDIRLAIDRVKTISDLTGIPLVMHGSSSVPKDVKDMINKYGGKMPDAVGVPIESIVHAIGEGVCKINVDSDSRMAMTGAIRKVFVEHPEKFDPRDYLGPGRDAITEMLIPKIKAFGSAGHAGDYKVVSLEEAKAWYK
#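 Giardia FBPA (40 nM reagent) was preincubated 10 min at RT with compound (up to 57.5 uM final), then substrate plus GAPDH/TPI/NAD/arsenate coupling system with diaphorase/resazurin was added; resorufin fluorescence (525/598 nm) was read after 20 min.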
# Sm TGR block: qHTS Assay for the Inhibitors of Schistosoma Mansoni Peroxiredoxins; purified TGR, DTNB reduction, TNB absorbance 405 nm; hit rate 3% among 360,000; Potency, µM (top dose mostly 114 µM), inactives show at the top dose activity change, negative = inhibition, actives largely listed as inhibitors; Schistosoma mansoni thioredoxin glutathione reductase (TGR), Q962Y6; AID 485364, 2010; also: potency is read from the fitted curve at half-maximal effect; nearly all actives have a fitted effect of over 60% in size
#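 TGR 20 nM + NADPH 100 uM (dispensed conc.), cpd preinc 15 min RT; start with NADPH (500 uM addition) then DTNB (15 mM addition). Kinetic TNB absorbance, 405 nm filter. Four-parameter Hill fit across titration.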
# AMA1-RON2 inh: qHTS for Inhibitors of AMA1-RON; Towards Development of Antimalarial Drug Lead: Primary Screen; Plasmodium falciparum AMA1 (3D7) - RON2 peptide interaction; AlphaScreen AMA1-biotinylated RON2 peptide binding; Potency, µM (series often up to 58.2 µM), for the others: at the top dose activity change, negative = inhibition, usual class: inhibitors; hit rate 0.2% among 360,000;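 also: potency is read from the fitted curve at half-maximal effect; 0% = vehicle wells and -100% = peptide control; nearly all actives have a fitted effect of over 45% in size; some results filed as inactive show a strong effect at the top dose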
#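 AMA1 (3D7) with his tag at 25 nM final met compounds first, then biotinylated RON2 peptide at 25 nM; detection used donor plus acceptor beads, 10 µg/mL apiece, read by AlphaScreen after 30 min at room temperature.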
# HCMV antiviral: qHTS Assay for inhibitors of the human cytomegalovirus (HCMV); HFF cells, HCMV-luciferase reporter, 72 h; hits give low values; activity change, negative = inhibition, % at 57.5 µM; hit rate 4.5% among 410,000; AID 1259415, 2018; in the data active = activity change below about -60%; inconclusive = no clear call, values can overlap the other calls; inactive = above about -39%
#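 Compounds were evaluated in HFFs infected with an HCMV luciferase reporter virus (MOI 1 PFU/cell). Luciferase in lysates collected 72 h post infection served as the replication measure.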
# * = called active by the depositor; ? = inconclusive; · = no result given; & = joins results of further samples; ! = not active in a repeat; [ ] = dose if it differs, or a comment. Unless noted, calls follow the shape of the dose curve; as a rule, active = well fitted curve in the direction sought with a large enough effect; inconclusive = small, poorly fitted or top-dose-only effect, or another doubt; inactive = no such curve, though single readings can be large; an effect the other way counts as inactive or inconclusive. Unless noted, % is scaled to controls: 0 for no effect and ±100 for the full control effect.
SMILES,AmpC detergent,HCV inh,FBPA Giardia inh,Sm TGR block,AMA1-RON2 inh,HCMV antiviral
Cc1ccc(S(=O)(=O)N2CCN(C(=O)CCNC(=O)c3ccccc3Cl)CC2)cc1,0%,37%[activator],·,-4%,-5%,-10
COc1ccc(C(=O)NCC(c2ccco2)N2CCc3ccccc3C2)cc1 (centres undefined),-12%,-26%,·,-6%,7%,5
CN(CC(=O)NC1CCCCCC1)S(=O)(=O)c1ccccc1,-7%,1%,4%,-8%,-25%,-6
Cc1cnc(C(=O)OCC(=O)c2ccc(F)c(F)c2)cn1,0%,4%,·,-5%,0%,-11
O=C(NCc1cccnc1)Nc1ccc2c(c1)OCO2,4%,11%,-5%,7%,-2%,-26
Oc1ccccc1NCC(O)Cn1ccc2ccccc21 (centres undefined),?,?,-29%,?,?,-11
CC(=O)COC(=O)c1cc(-c2ccc(C)cc2)nc2ccccc12,0%,24%,-8%,8%,-6%,-33
COc1ccc(N2CC(C(=O)Nc3nc4ccc(S(C)(=O)=O)cc4s3)CC2=O)cc1 (centres undefined),-1%,14%,5%,-10%,?,-10
CC(C)Cc1nn2c(=O)cc(COC(=O)c3cccc(NC(=O)c4cccs4)c3)nc2s1,13%,·,·,4%,·,-36
COc1ccc(NC(=O)CC2C(=O)N(c3cccc(OC)c3)C(=O)N2C2CCCCC2)cc1 (centres undefined),-10%,·,2%,-17%,-5%,14
CCOc1ccc(OCCSc2nc(N)cc(=O)[nH]2)cc1,-5%,-19%,0%,-5%,0%,1
Cc1cccc(C(=O)N2CCc3cc(-c4csc(NC(=O)CN5CCCC5)n4)ccc32)c1,5%,?,1%,12%,-4%,-26
CCOc1ccccc1CNC(=O)C1CCCN(S(=O)(=O)c2ccc3c(ccn3C)c2)C1 (centres undefined),-1%,·,·,3%,·,-6
CCC(=O)N1CCc2cc(S(=O)(=O)CCC(=O)N3CCN(c4ccc(Cl)cc4)CC3)ccc21,-2%&0%,10µM*,·,2%&-6%,-8%,-77*!
CN(CC(=O)Nc1ccc(Cl)c(C(F)(F)F)c1)C(=O)C1CC(=O)N(C2CCCC2)C1 (centres undefined),?,-1%,·,-24%,-3%,-7
CC(Nc1ccccc1N1CCCCC1)C(=O)N1CCc2ccccc21 (centres undefined),3%,-23%,-6%,-24%,-9%,-70*
O=C(c1ccco1)c1nc2c(n1O)CCCCC2,?,15%,-7%,-1%,7%,10
Cc1ccc(CCNC(=O)CCS(=O)(=O)c2cc3c(cc2Cl)NC(=O)CO3)cc1,23%,·,·,2%,·,1
N/C(=N\OCC(=O)Nc1ccccc1)c1nonc1N,?,-4%,0%,-2%,1%,-40
O=C(O)CSCC(=O)NCc1ccc(Cl)cc1Cl,-3%,5%,2%,·,1%,-15
N=c1c(C(=O)NCC2CCCO2)cc2c(=O)n3ccccc3nc2n1Cc1ccco1 (centres undefined),-11%,?,-13%,-21%,1%,-6
C[C@@H](C(=O)OCC(=O)c1ccc(F)c(F)c1)N1C(=O)C2CCCCC2C1=O (some centres undefined),·,12%,·,·,13%,51
Cc1cccc(N(CC(=O)N2CCCC2)S(=O)(=O)c2ccccc2)c1,?,12%,5%,4%,3%,30
CC(=O)n1nc(-c2ccco2)nc1N,-4%,15%,-2%,?,-5%,11
COc1ccc(C2Nc3ccccc3C(=O)N2c2ccc(C)cc2)cc1COc1ccccn1 (centres undefined),-10%,-7%,-9%,-4%,-13%,140
SMILES,AmpC detergent,HCV inh,FBPA Giardia inh,Sm TGR block,AMA1-RON2 inh,HCMV antiviral
CCCOc1ccc(CNC(=O)c2cc3ccccn3n2)cc1,-3%,·,·,12%,·,82
CC(=O)NCCC(=O)N1CCc2c([nH]c3ccccc23)C1c1cccc(Cl)c1 (centres undefined),-6%,13%,-6%,-17%,-9%,7
CCN(C1CCCCC1)S(=O)(=O)c1cc(C)ccc1OC,-11%,-3%,-3%,0%,0%,-29
CC(C)c1ccc(OCC(=O)N2CCN(CCc3ccccn3)CC2)cc1,0%,·,·,-10%,·,-12
COc1ccc(NC(=O)c2cc(S(=O)(=O)N3CCc4ccccc43)cn2C)cc1,?,-16%,0%,-13%,-11%,20
FC(F)(F)c1ccccc1NC(=S)NC1CCN(Cc2ccccc2)CC1,-7%,-19%,5%,·,-7%,-13
COc1ccc2c(c1)c1c(n2C)[C@@H]2CC=C(CO)[C@@H](C1)N2C,·,26%,·,·,-3%,1
O=C(OCC(=O)N1CCc2ccccc2C1)c1ccc(O)cc1,·,-2%,·,·,-1%,-4
COc1ccc(CC(=O)NCC2(c3ccc(OC)c(OC)c3)CCOCC2)cc1,-12%,16%,2%,4%,20%,66
O=C(CSc1ncnc2scc(-c3ccc(F)cc3)c12)c1ccc2c(c1)OCCO2,?,?,14%,3%,-4%[2.32 µM],-13
Cc1cc(NC(=O)CSCC(=O)OCC(=O)Nc2ccc(OC(F)F)cc2)no1,1%,4%,·,-4%,-11%,154
CS(=O)(=O)c1cnc(-c2ccccc2)nc1-c1ccccc1Cl,2%,-13%,-1%,3%,-3%,48
CCc1nn(CCCC(=O)NCc2ccccc2OC)c(=O)c2cc3occc3n12,14%,·,·,7%,·,1
CCOC(=O)N1CCC2(CC1)C(C#N)=C(N)Oc1c2sc2nc(C)cc(C)c12,0%,?,-12%,-14%,1%,12
CC(C)C(=O)NC(=S)Nc1ccc(S(=O)(=O)N(C)Cc2ccccc2)cc1,-8%,?,5%,0%,-5%,0
CC(=O)N1CCC(C(=O)Nc2ccc3c(c2)CCC3)CC1,-12%,-1%,·,-6%,-9%,13
O=C(Nc1ccc2c(c1)OCO2)C1CC(c2ccc(F)cc2)=NO1 (centres undefined),?,0%,-5%,0%,-9%,-12
CCCOc1ccc(C(=O)N2CCN(Cc3ccc4c(c3)OCO4)CC2)cc1,-13%,?,4%,-18%,-18%,-1
CC(C)(C)OC(=O)N1CCC(c2c(C(=O)NCCN3CCc4ccccc4C3)cnn2-c2ccc(F)cc2)CC1,-4%,·,·,1%,·,14
COc1ccccc1N1CCN(C(=O)c2oc3ccc(Br)cc3c2C)CC1,-3%,?,4%,-2%,-5%,-14
COc1ccc(CN(C(=O)c2cc3ccccc3oc2=O)C2CCS(=O)(=O)C2)cc1OC (centres undefined),4%&19%,8%,·,-13%&0%,4%,9&47
Cc1ccc2c(C)cc[n+](CCCS(=O)(=O)[O-])c2c1,-10%,13%,-5%,-1%,9%,45
CCOc1ccc(C2CC(c3ccccc3)Nc3nc(N)nn32)cc1 (centres undefined),1%,15%,4%,-26%,-4%,97
COc1ccc(C(C)=O)cc1CN1C(=O)NC2(CCCCC2C)C1=O (centres undefined),-6%,?,0%,0%,-2%,-1
COc1ccccc1C(O)(c1ccccc1)c1ccccc1OC,·,-23%,·,·,0%,12
SMILES,AmpC detergent,HCV inh,FBPA Giardia inh,Sm TGR block,AMA1-RON2 inh,HCMV antiviral
Cc1ccc(NC(=O)c2sc3nc[nH]c(=O)c3c2C)cc1Cl,-10%,·,·,-3%,·,82
Cc1ccccc1NC(=O)CCNS(=O)(=O)c1ccc2c(c1)CCC(=O)N2,1%,9%,21%,5%,2%,-38
CCOc1ccc(N(C(C)C(=O)N/N=C(\C)c2cccc(NC(=O)c3ccccc3)c2)S(C)(=O)=O)cc1 (centres undefined),?,?,-2%,2%,26%,-5
Cc1ccc2c(CSc3nc4ccccc4c(=O)n3CCCO)cc(=O)oc2c1,·,?,·,·,-5%,-25
O=C(c1ccc(-c2ccccc2Cl)o1)N1CCN(c2ccccc2O)CC1,?,-22%,·,-25%,-33%,19
O=C(O)/C=C/C(=O)Nc1ccc(-n2nccc2C(F)(F)F)cc1,-1%,-6%,12%,-19%,19%,-6
Cc1cccc(C)c1NC(=S)NCc1ccccc1,-2%,-23%,-8%,-3%,-12%,-4
CCN(CC)S(=O)(=O)c1cccc(C(=O)N2CCCCC2)c1,1%,11%,0%,0%,0%,-5
COc1ccccc1C(=O)N(Cc1ccc(C)o1)C1CCS(=O)(=O)C1 (centres undefined),4%,-4%,·,?,7%,45
O=c1cc(-c2cccc([N+](=O)[O-])c2)[nH][nH]1,-1%,3%,2%,-2%,3%,?
CCOc1ccccc1/C=C(\C#N)C1=CCCC1,-5%,15%,-5%,-8%,4%,6
Cc1nnc(NC(=O)CSc2nnc(CNC(=O)c3ccc(S(=O)(=O)N(C)C)cc3)o2)s1,-6%,·,?,0%,71%[activator],18
Nc1nonc1C(=O)N/N=C/c1ccc([N+](=O)[O-])o1,7%,?,?,20µM*,-3%,?

# Just FBPA Giardia inh, HCMV antiviral and AmpC detergent, for 2 of the compounds above:
smiles,FBPA Giardia inh,HCMV antiviral,AmpC detergent
Cc1cccc(C)c1NC(=S)NCc1ccccc1,-8%,-4,-2%
CCN(CC)S(=O)(=O)c1cccc(C(=O)N2CCCCC2)c1,0%,-5,1%

# Gathered by group: the compounds so far containing a Cl atom
SMILES,AmpC detergent,HCV inh,FBPA Giardia inh,Sm TGR block,AMA1-RON2 inh,HCMV antiviral
Cc1ccc(S(=O)(=O)N2CCN(C(=O)CCNC(=O)c3ccccc3Cl)CC2)cc1,0%,37%[activator],·,-4%,-5%,-10
CCC(=O)N1CCc2cc(S(=O)(=O)CCC(=O)N3CCN(c4ccc(Cl)cc4)CC3)ccc21,-2%&0%,10µM*,·,2%&-6%,-8%,-77*!
CN(CC(=O)Nc1ccc(Cl)c(C(F)(F)F)c1)C(=O)C1CC(=O)N(C2CCCC2)C1 (centres undefined),?,-1%,·,-24%,-3%,-7
Cc1ccc(CCNC(=O)CCS(=O)(=O)c2cc3c(cc2Cl)NC(=O)CO3)cc1,23%,·,·,2%,·,1
O=C(O)CSCC(=O)NCc1ccc(Cl)cc1Cl,-3%,5%,2%,·,1%,-15
CC(=O)NCCC(=O)N1CCc2c([nH]c3ccccc23)C1c1cccc(Cl)c1 (centres undefined),-6%,13%,-6%,-17%,-9%,7
CS(=O)(=O)c1cnc(-c2ccccc2)nc1-c1ccccc1Cl,2%,-13%,-1%,3%,-3%,48
Cc1ccc(NC(=O)c2sc3nc[nH]c(=O)c3c2C)cc1Cl,-10%,·,·,-3%,·,82
O=C(c1ccc(-c2ccccc2Cl)o1)N1CCN(c2ccccc2O)CC1,?,-22%,·,-25%,-33%,19

# Assay outcomes (PubChem)
